M5 ag – CHRM5 agonism in calcium assay; CHO-K1 hM5 cells, Fluo-8 calcium fluorescence; 0% DMSO wells, 100% maximal acetylcholine response; actives 0.19% (n = 360,000); activation, % at 3 µM; P08912;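 active means activation above the run's mean over test compounds plus 3 SD, cut at about 23% in these data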;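 further: signal is peak over basal fluorescence ratio across the kinetic read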
Target sequence (P08912 whole entry, looked up): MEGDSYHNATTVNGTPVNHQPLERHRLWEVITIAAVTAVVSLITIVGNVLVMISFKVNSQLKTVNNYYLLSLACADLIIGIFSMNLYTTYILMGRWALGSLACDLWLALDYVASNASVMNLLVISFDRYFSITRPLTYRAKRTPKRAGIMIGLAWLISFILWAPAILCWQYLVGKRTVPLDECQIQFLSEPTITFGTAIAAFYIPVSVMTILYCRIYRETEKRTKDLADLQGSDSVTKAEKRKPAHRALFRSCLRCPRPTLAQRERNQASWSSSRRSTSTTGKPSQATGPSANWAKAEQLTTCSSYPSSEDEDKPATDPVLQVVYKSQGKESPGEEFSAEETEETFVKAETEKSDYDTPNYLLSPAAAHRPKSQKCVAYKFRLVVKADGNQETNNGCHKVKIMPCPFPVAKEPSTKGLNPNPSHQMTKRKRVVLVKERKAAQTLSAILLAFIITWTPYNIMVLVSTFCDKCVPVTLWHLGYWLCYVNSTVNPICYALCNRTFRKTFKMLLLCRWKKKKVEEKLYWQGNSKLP
M4 PAM – CHRM4 positive allosteric modulation. actives 0.4% (n = 360,000). P08173. activation, % at 3 µM. CHO-K1 hM4/Gqi5, Fluo-8 calcium fluorescence, ACh EC20; 0% = ACh EC20, 100% = maximal ACh;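 active means activation above its plate's cutoff, the mean activation of sample wells plus 3 SD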; further: some results filed as inactive read as strong as hits
Target sequence (P08173 whole entry, looked up): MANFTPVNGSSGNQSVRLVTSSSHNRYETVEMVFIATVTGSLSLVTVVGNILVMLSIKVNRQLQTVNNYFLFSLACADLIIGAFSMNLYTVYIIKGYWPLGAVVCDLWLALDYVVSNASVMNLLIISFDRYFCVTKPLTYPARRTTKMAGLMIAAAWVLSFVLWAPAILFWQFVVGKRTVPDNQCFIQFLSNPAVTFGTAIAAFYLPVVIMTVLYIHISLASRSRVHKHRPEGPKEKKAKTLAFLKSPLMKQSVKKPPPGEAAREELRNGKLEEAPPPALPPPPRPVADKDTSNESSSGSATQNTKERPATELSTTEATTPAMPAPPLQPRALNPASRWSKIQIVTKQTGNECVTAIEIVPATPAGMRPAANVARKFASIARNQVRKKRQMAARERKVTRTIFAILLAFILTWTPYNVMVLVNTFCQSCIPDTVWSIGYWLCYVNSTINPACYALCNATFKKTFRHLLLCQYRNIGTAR
CHRM4 agonist – CHRM4 agonism in calcium assay; CHO-K1 hM4/Gqi5, Fluo-8 calcium fluorescence; vehicle 0%, full acetylcholine response 100%; activation, % at 3 µM; actives 0.14% (n = 360,000); AID 624127;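 active means activation above the run mean over all test wells plus 3 SD, cut at about 32% in these data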;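 further: peak over basal fluorescence ratio per well then scaled between controls; 0% = DMSO wells and 100% = acetylcholine at EC100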
CRFBP-R2 agonist – CRF-BP/CRF-R2 complex agonism. HEK293 CRF-R2/CRF-BP, calcium dye fluorescence (FLIPR); percent of saturating CRF peptide response. activation, % at 13.2 µM. actives 0.46% (n = 350,000). AID 588473;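 active means activation of at least 50%, plus an integration ratio under a set limit after plate pattern correction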;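 further: plate controls were neutral control wells without compound for no effect and CRF at EC100 for full effect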
M1 antag – antagonists of human M1 muscarinic receptor. P11229. CHO-K1 hM1, Fluo-8 calcium fluorescence, ACh EC80 antagonist. inhibition, % at 3 µM. actives 1.3% (n = 360,000);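 active means percent inhibition above its own plate's cutoff, namely the mean of that plate's compound wells plus 3 SD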;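 further: peak over basal fluorescence ratio during 140 s after agonist addition; 0% = ACh EC80 plus DMSO and 100% = DMSO alone without agonist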
M4 antag – antagonists of human muscarinic M4 receptor (CHRM4); P08173; CHO-hM4 cells, ACh EC80, Fluo-8 calcium fluorescence; inhibition, % at 3 µM; actives 0.73% (n = 360,000); AID 624125;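 active means inhibition above its plate's cutoff, the mean inhibition of sample wells plus 3 SD, cut at about 27% in these data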;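 further: 0% = acetylcholine EC80 with DMSO and 100% = DMSO without agonist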
CHRM1 PAM – positive allosteric modulators of human M1 muscarinic receptor. P11229. CHO-K1 hM1, Fluo-8 calcium fluorescence, ACh EC20; 0% = ACh EC20, 100% = maximal ACh. activation, % at 3 µM. actives 0.088% (n = 360,000). AID 588819; in the data active means activation above about 19%, passing the limit was not always enough
CHRM5 PAM – positive allosteric modulators of human muscarinic M5 receptor; CHO-K1 hM5, Fluo-8 calcium, ACh EC20 PAM; 0% = ACh EC20, 100% = ACh EC100; activation, % at 3 µM; actives 0.3% (n = 360,000); AID 624038;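 active means activation above the run cutoff, the mean activation of all test compounds plus 3 SD, cut at about 18% in these data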
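Measured by: Fluo-8 calcium fluorescence; material: human M5 receptor in CHO-K1 cells; schedule: Post-acetylcholine fluorescence recording 140 s; benchmarks: low control EC20 acetylcholine (0%), high control EC100 acetylcholine (100%); read-out: Max/basal fluorescence ratio as % of EC20–EC100 ACh window; compound: single dose, 3 µM nominal final test concentration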
CHRM5 antagonist – CHRM5 antagonism in calcium assay; actives 0.59% (n = 360,000); CHO-hM5 cells, Fluo-8 calcium fluorescence, ACh EC80; inhibition, % at 3 µM; AID 624040; P08912;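 active means inhibition above a per-plate cutoff, the mean of that plate's test compounds plus 3 SD, cut at about 27% in these data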;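 further: 0% = acetylcholine EC80 with DMSO and 100% = DMSO without agonist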
* marks the source's active call; other numbers are inactive results; . = no result given.

CHRM5 PAM,M4 antag,CHRM1 PAM,M4 PAM,CRFBP-R2 agonist,compound,CHRM5 antagonist,M5 ag,CHRM4 agonist,M1 antag
-4.9,1.9,3.0,-3.9,-1.6,C=CCNC(=O)C1CC(=O)N(c2ccc(OCc3ccc(F)cc3)cc2)C1 (centres undefined),5.2,0.8,4.9,-4.1
-1.1,2.0,2.4,11.4,0.2,Cc1ccc(Cn2c(SCC(C)C)nc3c2c(=O)n(C)c(=O)n3C)cc1,-4.8,0.6,-1.6,-0.8
4.9,0.7,11.3,7.6,-1.2,COc1cccc(/C=N/N2C(=O)NC3(CCCCC3)C2=O)c1O,-2.2,-0.7,0.0,-22.2
9.1,6.5,13.0,4.6,-0.8,O=C(Nc1ccc(S(=O)(=O)Nc2nccs2)cc1)c1ccc(F)cc1,-9.2,-2.6,0.7,-10.7
2.7,0.1,4.1,-2.6,-2.1,CCCCC(=O)Nc1ccc(S(=O)(=O)N2CCCCC2c2cccnc2)cc1 (centres undefined),-1.3,-3.7,8.0,-12.7
-2.6,-2.1,-7.2,5.6,-3.5,Fc1ccc(N2CCN(/C=C/c3nnnn3-c3ccccc3)CC2)cc1,2.8,-2.0,0.2,11.9
-1.4,-1.4,3.0,13.4,0.7,Cc1ccc(-n2c(=O)c3sccc3n(CC(=O)N3CCCC3)c2=O)cc1,-4.7,-0.6,-1.5,-5.7
-19.0,19.2,-13.7,-27.6,10.4,COc1ccc(-c2csc(NC(=O)c3ccccc3NS(=O)(=O)c3ccc(C)cc3)n2)cc1,32.9*,1.8,13.4,16.9
-5.0,-2.4,9.9,-4.2,-0.5,COc1ccc(NC(=S)NC(=O)/C=C/c2ccco2)c(OC)c1,0.8,0.3,4.3,-8.2
0.0,-1.2,-6.7,-0.3,0.1,C[C@@H]1CN([C@H](C)CO)C(=O)c2cc(/C=C/c3ccccc3)cnc2O[C@H]1CN(C)C(=O)NC1CCCCC1,6.1,0.0,8.1,-0.8
-0.1,-0.6,6.3,2.3,-1.0,N#C/C(=C\c1cccs1)C(=O)NCC1CCCO1 (centres undefined),-1.5,-1.0,0.8,-8.4
-0.7,-6.4,-6.2,-11.0,-2.8,COc1ccc(-n2cc(-c3ccccc3)c3c(NCCCN4CCOCC4)ncnc32)cc1,11.4,0.7,6.8,11.3
-7.7,-5.2,23.5,17.1,0.7,CC(C)CNC(=O)C1CCCN1S(=O)(=O)c1ccc(Cl)cc1 (centres undefined),4.9,-0.4,1.6,-23.8
-2.1,14.2,-1.9,-3.7,2.4,CCn1c(CC(=O)Nc2ccccc2)nnc1SCC(=O)Nc1nnc(C)s1,6.4,-1.9,0.5,9.5
1.1,-4.6,10.2,4.5,2.1,Cc1ccc(SC(C)c2nc(-c3ccccc3)no2)cc1 (centres undefined),-1.5,3.0,-2.4,-19.8
-0.2,7.3,5.9,-0.5,2.2,c1ccc(-n2cnnc2SCc2nc3ccccc3s2)cc1,2.9,-4.5,1.3,-6.5
-5.2,1.5,12.1,-1.0,3.1,Cc1ccc2c(c1)C(c1ccccc1)N(C(=O)c1c(F)cccc1Cl)CC(=O)N2 (centres undefined),13.2,0.6,1.9,-10.4
-5.9,-5.3,10.1,5.6,-3.6,O=C(Nc1ccc(S(=O)(=O)NCC2CCCO2)cc1)c1cnccn1 (centres undefined),0.6,-3.6,0.2,-7.1
2.4,-2.5,6.5,-5.4,3.7,O=S(=O)(c1ccc(Cl)cc1)N1CCCN(c2nc3ccc(Cl)cc3s2)CC1,1.0,-0.9,0.7,-8.1
0.1,6.4,6.4,-2.0,-0.2,COC(=O)c1ccc(COC(=O)CNC(=O)c2ccc(-c3ccccc3)cc2)cc1,8.0,1.9,2.5,-3.0
10.4,-9.9,0.8,5.7,-6.0,COc1ccc(OCc2cc(C(=O)N3C[C@H]4CC[C@H]3C4)no2)c(Cl)c1,-0.5,-2.2,5.1,1.8
2.7,2.1,3.0,4.2,0.1,COc1ccc(S(=O)(=O)N(C)CC(=O)N2CCN(c3ccc(F)cc3)CC2)cc1OC,2.9,0.0,1.2,3.2
-1.3,-3.2,-12.6,-7.0,-1.8,CC(C)Oc1ccc(C(=O)Nc2ccc(N3CCCC3)cc2)cc1,1.4,0.1,0.3,29.4*
-18.2,7.1,-1.6,0.3,3.5,CC(=O)c1cccc(NC(=O)Nc2ccc(C)cc2)c1,6.7,4.7,10.6,3.7
0.8,-13.6,-10.0,4.1,2.5,CCOC(=O)CNC(c1ccccc1)c1cc(Br)ccc1NC(C)=O (centres undefined),-24.1,-8.3,2.8,-8.6
4.0,5.1,19.8,5.7,-1.3,Cc1ccccc1CN1CCN(C(=O)c2ccc(F)cc2)CC1,5.9,-3.5,0.8,-24.2
9.9,10.9,6.3,-1.8,-1.1,Cc1cccc(C)c1NC(=O)CN(C)C(=O)CN1C(=O)NC(C)(C)C1=O,-20.8,3.2,1.1,-13.9
-5.5,-10.4,0.7,-4.0,3.2,CS(=O)(=O)c1ccc(-c2cccc(NC(=O)COc3ccccc3)c2)nn1,15.9,-2.0,3.7,-5.2
-1.2,-6.5,5.0,5.3,1.4,Cc1c(NC(=O)c2ccco2)c(=O)n(-c2ccccc2)n1C,18.3,1.4,-0.1,-6.3
-11.3,-10.5,9.5,1.9,-0.1,CCc1nnc(NC(=O)C(NS(=O)(=O)c2ccc3c(c2)OCCO3)C(C)C)s1 (centres undefined),-9.0,-7.2,0.3,-14.1
2.6,-4.8,8.0,0.8,14.1,COc1ccc2c(/C=C/c3cc[n+](C)cc3)c[nH]c2c1,4.4,-2.4,0.2,-10.4
0.4,-15.9,2.2,11.5,2.8,O=c1oc2ccccc2cc1-c1ccc(O)cc1O,-2.2,-3.6,4.6,-7.5
0.1,6.5,10.5,0.0,0.0,COc1cc2nc(NC(=O)c3ccc(Cl)cc3)sc(=O)c2cc1OC,2.8,-2.5,0.5,-14.5
0.6,-0.7,3.9,-1.6,-1.9,N#C/C(=C\c1ccncc1)c1nc2ccccc2o1,6.8,-1.0,1.1,-10.4
-3.0,9.7,-3.1,-0.5,-0.1,COc1cccc(C(=O)/C=C/Nc2ccc(S(=O)(=O)Nc3onc(C)c3C)cc2)c1,-0.1,-0.2,0.1,4.9
-2.2,5.7,-1.4,-2.9,-1.6,Nc1ccc(C(O)(C(F)(F)F)C(F)(F)F)cc1,7.1,-2.0,0.4,-6.2

Ordered by heavy-atom count (largest number first): 3 of the compounds above
CHRM5 PAM,M4 antag,CHRM1 PAM,M4 PAM,CRFBP-R2 agonist,compound,CHRM5 antagonist,M5 ag,CHRM4 agonist,M1 antag
2.7,2.1,3.0,4.2,0.1,COc1ccc(S(=O)(=O)N(C)CC(=O)N2CCN(c3ccc(F)cc3)CC2)cc1OC,2.9,0.0,1.2,3.2
-11.3,-10.5,9.5,1.9,-0.1,CCc1nnc(NC(=O)C(NS(=O)(=O)c2ccc3c(c2)OCCO3)C(C)C)s1 (centres undefined),-9.0,-7.2,0.3,-14.1
0.8,-13.6,-10.0,4.1,2.5,CCOC(=O)CNC(c1ccccc1)c1cc(Br)ccc1NC(C)=O (centres undefined),-24.1,-8.3,2.8,-8.6

Continuation.
CHRM5 PAM,M4 antag,CHRM1 PAM,M4 PAM,CRFBP-R2 agonist,compound,CHRM5 antagonist,M5 ag,CHRM4 agonist,M1 antag
-3.6,-1.0,1.2,1.4,3.4,COc1ccc(NC(=O)Nc2ccc(F)cc2)c(C)c1,-0.6,-3.2,2.7,-2.5
-8.3,-1.4,-6.2,-10.3,-2.8,CCCOc1ccc(Cl)cc1CNc1ccccc1,-9.4,-5.5,-1.5,-8.2
-0.4,-5.1,8.4,13.1,3.5,Cc1cc(-c2n[nH]c(=S)n2/N=C/C(Cl)=C/c2ccccc2)n[nH]1,4.3,0.0,0.1,-8.7
-1.4,6.6,9.3,-1.2,2.2,Cc1ccc(C(=O)NNC(=O)c2csc(N3CCOCC3)n2)s1,1.6,1.9,0.3,-7.1
-1.3,-3.2,11.4,0.1,0.6,COc1ccccc1-c1noc(CCCC(=O)NC2CCCC2)n1,9.6,-3.0,1.2,-7.8
-9.2,0.4,11.4,-5.3,0.6,Cc1ccc(C)n1-c1nn(S(=O)(=O)c2cccc(C(F)(F)F)c2)c2cccc(F)c12,4.9,-3.9,-0.1,-14.6
-1.0,-15.0,4.9,18.4,1.7,CCSc1n[nH]c2nc3c(c(=O)n12)C1(CCCC1)Cc1ccccc1-3,1.4,1.3,-0.7,-2.4
-0.3,7.0,0.0,-0.6,-1.9,COc1ccc(S(=O)(=O)N(C)C)cc1NC(=O)CCNC(=O)c1ccco1,10.7,-2.6,1.3,6.3
-0.3,-0.2,9.4,-2.7,.,CCCCc1ccc(S(=O)(=O)NC(=O)C2(C)CCN2C(=O)c2cccc(F)c2)cc1 (centres undefined),4.5,0.6,-0.1,-16.0
-1.2,-1.5,-1.9,0.5,-0.7,O=[N+]([O-])c1cnccc1Nc1ccccc1,-2.5,-0.5,0.0,6.7
-1.5,-8.3,11.5,0.1,0.1,C[C@H](CO)N1C[C@H](C)[C@@H](CN(C)C(=O)Nc2ccc(C(F)(F)F)cc2)Oc2c(NC(=O)c3ccncc3)cccc2C1=O,-10.0,0.5,1.5,-13.7
3.4,-1.1,7.8,-2.0,-0.9,COc1cc(C2NC(=O)NC(C)=C2C(=O)OCC2CCCCC2)ccc1O (centres undefined),8.7,-3.7,1.6,-9.7
-1.6,1.9,1.5,1.2,-3.7,CCOc1ccc2nc(NC(=O)C(CC)Sc3nc(C)cc(=O)[nH]3)sc2c1 (centres undefined),8.9,-5.1,-0.1,4.0
1.9,-1.2,10.1,12.4,0.1,COc1ccc(N2CCN(CCCNC(=O)Nc3ccccc3)CC2)cc1,-2.6,-10.6,1.1,-16.4
-9.5,24.1,-25.4,-7.9,-1.3,NC(CSC(c1ccccc1)(c1ccccc1)c1ccccc1)C(=O)O (centres undefined),7.5,-5.9,-2.4,39.9*
-7.0,13.8,-1.1,-6.8,-0.3,CNC(=S)N/N=C/c1cn(CCOc2ccccc2OC)c2ccccc12,14.5,-0.1,7.4,3.5
-2.6,5.6,-9.0,-6.1,-0.1,CCOC(=O)c1c(NC(C)=O)sc2c(O)cccc12,4.6,-2.2,0.9,16.0
2.3,-1.8,6.2,-1.1,-1.1,CCCCn1c(N)c(N(CCOC)C(=O)c2ccc(-n3c(C)ccc3C)cc2)c(=O)[nH]c1=O,-1.2,2.1,0.6,-6.7
1.0,5.0,-4.0,-7.8,-0.4,O=C(c1ccco1)N1CCN(C(=O)c2cn(-c3ccccc3)nc2-c2ccccc2)CC1,6.1,0.2,6.5,3.9
5.2,-7.8,-3.6,11.4,3.9,CCOc1ccccc1NC(=O)c1nc(-c2ccccc2)oc1C,-0.7,-0.2,0.4,11.2
1.5,-13.7,7.1,3.3,-2.4,Cn1cc(S(=O)(=O)N2CCOCC2)cc1C(=O)Nc1ccc(Cl)cc1,7.5,4.1,1.7,5.6
-0.6,-1.0,2.6,-7.0,-1.8,CSc1ccccc1C(=O)N1CCc2ccccc2C1,4.8,-14.4,0.9,7.3

Some values from the list:
O=C(c1ccco1)N1CCN(C(=O)c2cn(-c3ccccc3)nc2-c2ccccc2)CC1 – CHRM5 PAM = 1.0
Cn1cc(S(=O)(=O)N2CCOCC2)cc1C(=O)Nc1ccc(Cl)cc1 – M1 antag = 5.6

High-throughput results deposited in PubChem BioAssay by several laboratories.
